# NCI-60 one-dose screen, 48 h, at 10 µM unless noted. Numbers give growth in % (100 = growth as untreated, 0 = no growth, -100 = all killed).
# HCT-15 = HCT-15 colon cancer | 82,000 compounds, 5.2% hits | AID 1794746
# NCI-H226 = NCI-H226 lung cancer; 79,000 compounds, 3.5% hits
# HCT-116 = HCT-116 colon cancer. 82,000 compounds, 7.3% hits. AID 1794798
# NCI-H522 = NCI-H522 lung cancer. 78,000 compounds, 8% hits
# COLO 205 = COLO 205 colon cancer | 79,000 compounds, 7.3% hits | AID 1794742
# NCI-H23 = NCI-H23 lung cancer; 80,000 compounds, 4% hits
# NCI/ADR-RES = NCI/ADR-RES ovarian cells; 81,000 compounds, 4.4% hits; AID 1794790
# NCI-H322M = NCI-H322M lung cancer; 80,000 compounds, 2.7% hits; AID 1794733
# NCI-H460 = NCI-H460 lung cancer | 82,000 compounds, 6.8% hits | AID 1794736
# Starred values were filed as active, the others as inactive; / = no result given; & = joins results of further samples; ! = not confirmed by another sample; [ ] = another dose, or the depositor's remark. Rule for the calls: active = growth percent below 10; inactive = the rest. An excerpt; rates above refer to the full screens.
# Values in the order – NCI/ADR-RES	NCI-H226	HCT-116	NCI-H23	HCT-15	NCI-H322M	COLO 205	NCI-H460	NCI-H522
COc1ccc(CN(CCN(C)C)c2ccccn2)cc1 (tested in a mixture with another compound)
 : 106	112	101	106	118	110	112	116	104
O=C(/C=C/c1ccc(Cl)c(Cl)c1)c1ccc(Cl)c(Cl)c1
 : 107	101	94	101	96	98	107	103	92
COc1ccc(/C=C/C(C)=N/OCC(=O)NC(C)C)cc1
 : 97	90	97	93	99	96	95	103	77
O=C(c1ccc(/C=C/c2n[nH]c3ccccc23)cc1)N1CCNCC1
 : 82	3.9*	18	25	40	33	-42*	11	36
O=C(c1ccccc1)c1ccc2n1CCC2C(=O)O (stereo unspecified)
 : 107	102	106	104	109	110	108	116	107
C[C@]12CC[C@H]3C(=CCc4cc(O)ccc43)[C@@H]1CCC2=O
 : 99	95	100	99	91	113	102	99	88
CN(C)C(=N)N=C(N)N
 : 111&105	133&110	98&108	120&100	121&83	154&107	135	125&113	166&64
Cc1ccccc1[C@@H]1C[C@H](O)Cc2cc(Br)c3ccccc3c2N1
 : 79	99	87	79	83	99	114	104	81
O=C1c2ccccc2C(=O)c2c(O)c(O)cc(O)c21
 : 102	100	99	88	101	106	105	107	100
C[C@H](CCC(=O)O)[C@H]1CCC2C3C(CC[C@@]21C)[C@@]1(C)CC[C@@H](O)C[C@H]1C[C@H]3O (stereo partly specified)
 : 98	106	106	94	104	109	107	111	112
CCCc1cc(C(N)=S)ccn1
 : 88	100	96	108	102	101	107	111	94
Cc1[nH]c(/C=C2\C(=O)Nc3ccc(F)cc32)c(C)c1C(=O)NC[C@H](O)CN1CCOCC1
 : 65	48	11	27	19	26	-8.2*	19	45
CN(C(=O)CCC(=O)N(C)c1ccc(C(=N)N)cc1)c1ccc(C(=N)N)cc1
 : 101	109	104	101	103	98	95	112	84
CC(=O)c1cnc2ccc(-c3cc(Cl)c(O)c(Cl)c3)nc2c1NC1CCC(CN(C)C)CC1 (stereo unspecified)
 : -14*[2.5 µM]	-16*[2.5 µM]	-2.5*[2.5 µM]	-54*[2.5 µM]	0.4*[2.5 µM]	-38*[2.5 µM]	-94*[2.5 µM]	-52*[2.5 µM]	-76*[2.5 µM]
COc1ccc(C2NC(=O)NC(C)=C2C(=O)Nc2ccc(S(N)(=O)=O)cc2)cc1O (stereo unspecified)
 : 109	105	109	103	102	111	120	117	100
O=C(O)c1c(O)c(-c2ccccc2)nc2ccccc12
 : 93	98	99	82	99	89	101	112	98
COc1ccc2c(c1)\C(=N/N=C/C=C/c1ccccc1)C(=O)N2
 : 102	96	106	90	100	104	103	103	102
COc1ccccc1OC(=O)Oc1ccccc1OC
 : 96&114	106&100	101&100	96&101	95&110	100&94	104&123	104&108	92&85
CC(C)(C(=O)c1cccnc1)c1cccnc1
 : 68&106	90&97	111&108	133&107	105&104	103&92	117&113	101&103	100&93
[2H]c1nc(N2C([2H])([2H])[C@H](C)O[C@H](C)C2([2H])[2H])c([2H])c([2H])c1NC(=O)c1cccc(-c2ccc(OC(F)(F)F)cc2)c1C
 : 75&79	51&48	48&72	71&76	76&84	82&82	86	82&92	45&66

# Brought forward from above: 2 entries, then new ones.
# Values in the order – NCI/ADR-RES	NCI-H226	HCT-116	NCI-H23	HCT-15	NCI-H322M	COLO 205	NCI-H460	NCI-H522
CC(C)(C(=O)c1cccnc1)c1cccnc1
 : 68&106	90&97	111&108	133&107	105&104	103&92	117&113	101&103	100&93
[2H]c1nc(N2C([2H])([2H])[C@H](C)O[C@H](C)C2([2H])[2H])c([2H])c([2H])c1NC(=O)c1cccc(-c2ccc(OC(F)(F)F)cc2)c1C
 : 75&79	51&48	48&72	71&76	76&84	82&82	86	82&92	45&66
Cc1ccc(C(=O)C(C)CN2CCCCC2)cc1 (stereo unspecified)
 : 100	107	109	99	103	107	105	105	105
CCS(=O)(=O)N1CCN(c2ccc(Nc3ncc(C(N)=O)c(NC4CC4)n3)cc2)CC1
 : 101	73	49	76	58	79	1.9*	60	59
COc1ccccc1N1CCN(C(=O)c2ccc3nc(NS(=O)(=O)c4ccc5ccccc5c4)sc3c2)CC1
 : 97	91	92	96	107	102	113	102	81
NC(=O)c1c(OCc2c(F)cc(Br)cc2F)nsc1NC(=O)NCCCCN1CCCC1
 : 20	9.1*	-38*	21	6.0*	15	-79*	-23*	-62*
CO[C@@H](C(=O)N1Cc2[nH]nc(NC(=O)c3ccc(N4CCN(C)CC4)cc3)c2C1)c1ccccc1
 : 82	37	-36*	37	74	-0.4*	-88*	4.4*	13
O=C(Nc1ccc(Oc2ccc(Br)cc2)cc1)c1ccc2nc(NC(=O)c3ccc(NCCc4ccccc4)c([N+](=O)[O-])c3)sc2c1
 : 105	79	84	97	97	95	106	96	64
CCC(C)n1ncn(-c2ccc(N3CCN(c4ccc(OC[C@H]5CO[C@](Cn6cncn6)(c6ccc(Cl)cc6Cl)O5)cc4)CC3)cc2)c1=O (stereo partly specified)
 : 103	94	80	88	96	98	/	91	/
NC(=O)c1ccc([N+](=O)[O-])cc1Cl
 : 104	105	106	112	111	102	110	110	107
CC1CCc2c(N3CCC(O)CC3)c(F)cc3c(=O)c(C(=O)O)cn1c23 (stereo unspecified)
 : 94	91	102	95	92	/	108	98	/
CN(C)CCOC(=O)C(c1ccccc1)C1(O)CCCC1 (stereo unspecified)
 : 108	94	103	111	104	98	119	118	94
O=C(Nc1cccc(Cl)c1)Nc1ccc2nc(NS(=O)(=O)c3ccc4ccccc4c3)sc2c1
 : 101	99	107	98	105	107	114	102	98
CN1CCN(c2c(F)cc3c(=O)c(C(=O)O)cn4c3c2SCC4)CC1
 : 98	104	102	100	102	/	104	108	/
CCN(CC)CCOC(=O)C(c1ccccc1)c1ccccc1
 : 102&104	106&96	110&115	107&104	110&102	103&97	132&113	117&110	95&92
O=C(O)CCCCCCCC(=O)O
 : 100	96	97	102	103	120	115	115	92
C[C@@H]1CC(=O)NN=C1c1ccc(NN=C(C#N)C#N)cc1
 : 105	105	96	100	98	/	93	107	/
NCCO
 : 105	97	103	93	100	85	104	101	101
CCC12CCCN3CCc4c(n(c5ccccc45)C(O)(C(=O)OC)C1)C32 (stereo unspecified)
 : 99	111	66	96	105	127	110	106	111
COc1ccc2c(c1)c(-c1nc(N)nnc1-c1cn(C)c3ccc(F)cc13)cn2C
 : 95	103	76	93	86	97	104	103	95
CNC(=O)c1cccc(-c2ccc3c(N4CCOC[C@@H]4C)nc(N4CCOC[C@@H]4C)nc3n2)c1
 : -16*	-2.8*	15&28	10&18	7.1*	-15*	-11*	9.5*!	-11*!
C[C@H]1[C@H](C)CC[C@]2(C(=O)O)CC[C@]3(C)C(=CC[C@@H]4[C@@]5(C)C[C@@H](O)[C@H](O)[C@@](C)(CO)[C@@H]5CC[C@]43C)[C@@H]12
 : 107	97	100	104	110	97	104	105	94

# Grouped by structure: those above containing a nitro group on carbon.
# Values in the order – NCI/ADR-RES	NCI-H226	HCT-116	NCI-H23	HCT-15	NCI-H322M	COLO 205	NCI-H460	NCI-H522
O=C(Nc1ccc(Oc2ccc(Br)cc2)cc1)c1ccc2nc(NC(=O)c3ccc(NCCc4ccccc4)c([N+](=O)[O-])c3)sc2c1
 : 105	79	84	97	97	95	106	96	64
NC(=O)c1ccc([N+](=O)[O-])cc1Cl
 : 104	105	106	112	111	102	110	110	107

# Additional compounds:
# Values in the order – NCI/ADR-RES	NCI-H226	HCT-116	NCI-H23	HCT-15	NCI-H322M	COLO 205	NCI-H460	NCI-H522
COC(=O)C(C)(C)C1Oc2ccc(OC)cc2C(=O)/C1=C\O (stereo unspecified)
 : 110	95	104	107	106	97	102	109	81
COc1ccc(S(=O)(=O)Nc2nnc(CC(C)C)s2)cc1
 : 113	109	111	106	108	94	/	116	103
Cc1ccsc1/C=C/C1=NCCCN1C
 : 107	100	103	97	109	102	101	116	91
O=C(NC1CCNCC1)c1[nH]ncc1NC(=O)c1c(Cl)cccc1Cl
 : 85	0.9*	4.8*	-12*	73	5.6*	-36*	8.4*	-23*
COc1ccc2c(c1)c(C(=O)c1nc(-c3cn(C)c4ccc(F)cc34)no1)cn2C
 : 93	65	92	94	88	83	103	78	63
CCC(Cc1c(I)cc(I)c(N)c1I)C(=O)O (stereo unspecified)
 : 105	102	98	100	104	97	109	112	88
O=C1CCc2cc(OCCCCc3nnnn3C3CCCCC3)ccc2N1
 : 99	98	104	103	105	92	96	101	87
CN1CCC(=C2c3ccccc3CC(=O)c3sccc32)CC1
 : 103	98	102	105	103	92	119	115	100
CN[C@@H]1C[C@H]2O[C@@](C)([C@@H]1OC)n1c3ccccc3c3c4c(c5c6ccccc6n2c5c31)C(=O)N[C@H]4O
 : -39*	-47*	-49*	-49*	-17*	-26*	-81*	-64*	-37*
Nc1ncnc(Nc2ccccc2)n1
 : 111	104	118	101	103	104	110	107	99
COCCN1CCN(Cc2ccc(-c3n[nH]c4c3C(=O)c3c(NC(=O)NN5CCOCC5)cccc3-4)cc2)CC1
 : 5.0*	6.0*	-48*	-34*	-14*	-13*	-65*	-69*	-34*

# Quoted from the listing.
# Under NCI-H522, COc1ccc2c(c1)c(C(=O)c1nc(-c3cn(C)c4ccc(F)cc34)no1)cn2C is listed with 63
# Under NCI-H460, COC(=O)C(C)(C)C1Oc2ccc(OC)cc2C(=O)/C1=C\O (stereo unspecified) is listed with 109
# Under NCI-H460, CN1CCC(=C2c3ccccc3CC(=O)c3sccc32)CC1 is listed with 115
# Under NCI-H23, COCCN1CCN(Cc2ccc(-c3n[nH]c4c3C(=O)c3c(NC(=O)NN5CCOCC5)cccc3-4)cc2)CC1 is listed with -34*

# Assay outcomes (PubChem)
